Source: PubChem (several laboratories)
CDK5 p35 inh – inhibitors of human CDK5/p35 kinase | Recombinant CDK5/p35, ADP-Glo luminescence, 60 min | inhibition, % at 10 µM | 330,000 compounds, 0.01% hits | AID 488839;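 active means highest replicate inhibition of at least 50% and at least 75% of replicates reaching 50%; inconclusive means only one of the two criteria met; inactive means both criteria failed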;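 further: plate controls were DMSO neutral control for no effect and GW8510 at 10 µM for full effect; many of its hits are not listed in these tables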
HTR5A ag ctr – activates human HTR5A in OPRM1-OPRD1 agonist counter-screen; activation, % at 9.3 µM; P47898; 340,000 compounds, 0.61% hits; HTR5A agonist assay, luminescence, cell-based; in the data active means activation mostly above about 9.5%, no sharp cut-off; inactive means mostly below about 7.6%;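 further: 0% = cells with vehicle only and 100% = reference agonist; strong numbers were not always called active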
dFosB activator – mouse delta FosB homodimer activation | P13346 | purified delta FosB, TAMRA-CDK5 oligo fluorescence polarization; percent of positive-control signal above neutral wells | activation, % at 25 µM | 340,000 compounds, 0.99% hits | AID 493131;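 active means mean activation above about 17%, with every replicate also reaching it, limit read from the data, passing the limit was not always enough; inconclusive means only one of the two conditions met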;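 further: fluorescence polarization rise as delta FosB binds a TAMRA Cdk5 AP-1 oligo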
Target sequence (P13346 whole entry, looked up): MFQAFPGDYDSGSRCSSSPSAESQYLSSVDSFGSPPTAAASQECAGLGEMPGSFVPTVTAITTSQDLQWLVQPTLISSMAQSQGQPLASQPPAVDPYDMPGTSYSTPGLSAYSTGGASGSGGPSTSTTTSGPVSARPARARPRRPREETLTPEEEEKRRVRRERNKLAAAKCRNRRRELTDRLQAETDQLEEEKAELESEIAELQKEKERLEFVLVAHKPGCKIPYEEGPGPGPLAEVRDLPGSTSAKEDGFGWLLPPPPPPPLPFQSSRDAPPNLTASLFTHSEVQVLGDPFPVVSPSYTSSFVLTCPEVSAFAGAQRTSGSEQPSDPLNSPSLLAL
V-ATPase pHluor – regulators of yeast V-ATPase proton transport. S. cerevisiae, pHLuorin cytosolic pH fluorescence. response, % at 10 µM. 350,000 compounds, 0.37% hits; in the data active means response mostly above about 7.3%, no sharp cut-off; inactive means mostly below about 5.4%; further: actives read high; inactives centre near 0; some compounds called inactive have numbers as strong as hits; reference of the scale not given here
SR-BI HDL uptake – mouse SR-BI HDL lipid transfer inhibition; 320,000 compounds, 0.96% hits; Q61009; ldlA[mSR-BI] CHO cells, DiI-HDL uptake fluorescence, 3 h; inhibition, % at 12.5 µM;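 active means mean replicate inhibition of at least 70% and a set share of replicates each scoring 70 or more; inconclusive means meets just one of the two criteria; inactive means fails both criteria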;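 further: 0% = median of neutral control wells and 100% = median of positive control wells; values of inactives mirror those of a sister screen read the other way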
Target sequence (Q61009 whole entry, looked up): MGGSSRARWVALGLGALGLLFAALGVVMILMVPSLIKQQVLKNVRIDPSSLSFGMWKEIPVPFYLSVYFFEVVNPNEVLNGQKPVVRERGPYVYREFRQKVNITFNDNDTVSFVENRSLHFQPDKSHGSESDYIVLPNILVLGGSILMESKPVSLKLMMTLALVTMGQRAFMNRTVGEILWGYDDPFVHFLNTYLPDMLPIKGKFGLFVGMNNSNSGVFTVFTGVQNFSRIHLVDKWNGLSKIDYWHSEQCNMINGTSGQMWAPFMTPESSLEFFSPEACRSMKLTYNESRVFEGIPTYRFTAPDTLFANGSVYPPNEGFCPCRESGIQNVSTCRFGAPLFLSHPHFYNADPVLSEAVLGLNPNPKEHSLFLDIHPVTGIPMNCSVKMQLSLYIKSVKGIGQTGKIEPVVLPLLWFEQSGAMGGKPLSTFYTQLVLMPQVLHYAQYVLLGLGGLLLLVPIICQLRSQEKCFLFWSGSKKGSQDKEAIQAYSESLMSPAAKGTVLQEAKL
HTR5A inv ag – counter-screen for OPRM1-OPRD1 inverse agonists: human HTR5A inverse agonism; P47898; HTR5A cell line, luminescence; inhibition, % at 9.3 µM; 340,000 compounds, 0.083% hits; AID 504634; in the data active means inhibition mostly above about 23%, no sharp cut-off; inactive means mostly below about 18%;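 further: 0% = cells with DMSO and 100% = no-cell wells with DMSO; some compounds called inactive have numbers as strong as hits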
NSD2 HMT inh – blocks human histone methyltransferase NSD2; O96028; NSD2 peptide methylation, AlphaScreen, 120 min; inhibition, % at 12.5 µM; 310,000 compounds, 0.54% hits; AID 743445; in the data active means inhibition above about 50%
MITF act – MITF TRPM1 promoter activation in melanoma cells. SK-MEL-5 TRPM1-promoter luciferase, 24 h; % of positive control, neutral wells = 0. activation, % at 12.5 µM. 300,000 compounds, 0.75% hits;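 active means mean activation of at least 80% with every replicate also reaching 80%; inconclusive means mean reaches 80% but some replicate falls short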;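 further: 0% = neutral control wells and 100% = parthenolide positive control wells; values of inactives mirror those of a sister screen read the other way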
PvdQ inh – blocks Pseudomonas aeruginosa PvdQ acylase activity; inhibition, % at 10 µM; AID 488965; 340,000 compounds, 0.063% hits; purified PvdQ acylase, fluorescence plate reader; in the data active means inhibition above about 30%, passing the limit was not always enough; inconclusive means no clear call, values can overlap the other calls;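 further: 0% = vehicle neutral wells and 100% = reference inhibitor wells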
Wnt bcat act – Wnt/beta-catenin pathway activation | Wnt/beta-catenin reporter cell assay, activator, plate reader | activation, % at 9.35 µM | 300,000 compounds, 1.2% hits; in the data active means activation above about 30%, passing the limit was not always enough; inconclusive means no clear call, values can overlap the other calls;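 further: 0% = neutral control wells and 100% = positive control wells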
Numbers without * were called inactive; ? = inconclusive; · = no result given.

Start of the listing, in advance (5 entries):
#	molecule	CDK5 p35 inh	HTR5A ag ctr	dFosB activator	V-ATPase pHluor	SR-BI HDL uptake
1	Cc1nc2ccc(NC(=O)N3CCOCC3)cc2nc1C	0.8	7	-6	-1	4
2	CCOC(=O)c1ccc(NC(=O)C2CC2)cc1	-7.2	2	-12	-4	-6
3	O=C1c2cccc3cccc(c23)C(=O)N1c1ccccn1	-0.8	-5	-9	-1	7
4	O=C1CC[C@@H](C(=O)O)N1	1.0	6	-3	6	-15
5	c1ccc2c(OCCCCN3CCOCC3)cccc2c1	-0.1	2	2	3	3

#	HTR5A inv ag	NSD2 HMT inh	MITF act	PvdQ inh	Wnt bcat act
1	11	·	-8	2	-1
2	3	2	44	-3	·
3	15	-1	-2	3	2
4	-26	·	-7	-7	0
5	-6	5	·	-7	-4

The listing, repeating the preview:
#	molecule	CDK5 p35 inh	HTR5A ag ctr	dFosB activator	V-ATPase pHluor	SR-BI HDL uptake
1	Cc1nc2ccc(NC(=O)N3CCOCC3)cc2nc1C	0.8	7	-6	-1	4
2	CCOC(=O)c1ccc(NC(=O)C2CC2)cc1	-7.2	2	-12	-4	-6
3	O=C1c2cccc3cccc(c23)C(=O)N1c1ccccn1	-0.8	-5	-9	-1	7
4	O=C1CC[C@@H](C(=O)O)N1	1.0	6	-3	6	-15
5	c1ccc2c(OCCCCN3CCOCC3)cccc2c1	-0.1	2	2	3	3
6	CN(C(=O)COC(=O)c1ccc2c(c1)OCCO2)C1CCCCC1	-1.4	1	-9	-1	-2
7	CC1CN(CCN2CC(C)N(C=O)CC2C)C(C)CN1C=O (stereo not drawn)	-1.9	-2	-12	1	-6
8	O=c1nc(NCc2ccccc2Cl)cn[nH]1	8.1	3	-4	4	-19
9	O=[N+]([O-])c1cccnc1Sc1n[nH]c(-c2ccc(Cl)cc2)n1	-0.6	-2	1	-1	-6
10	CCCCCCCCCCCCN1[C@@H](CC(=O)OC)c2cc(F)cc(F)c2S1(=O)=O	-0.9	-2	5	1	23
11	CCOC(=O)C1CCCN(Cc2cc(OC)c(O)c(OC)c2)C1 (stereo not drawn)	-1.5	-1	-3	3	-24
12	Cc1cc(=O)oc(C)c1C(=O)Nc1cccc(F)c1	1.7	-2	0	-2	-27

#	HTR5A inv ag	NSD2 HMT inh	MITF act	PvdQ inh	Wnt bcat act
1	11	·	-8	2	-1
2	3	2	44	-3	·
3	15	-1	-2	3	2
4	-26	·	-7	-7	0
5	-6	5	·	-7	-4
6	-3	1	-8	-13	-5
7	6	-1	12	8	1
8	-7	·	8	12	-2
9	4	2	16	-2	11
10	-14	·	-1	7	-5
11	2	0	·	-6	-2
12	-4	2	·	8	-2

(cont.)
#	molecule	CDK5 p35 inh	HTR5A ag ctr	dFosB activator	V-ATPase pHluor	SR-BI HDL uptake
13	CCOC(=O)C(NC(C)=O)(Nc1ccc(S(=O)(=O)Nc2nccs2)cc1)C(F)(F)F (stereo not drawn)	-1.4	-1	3	-1	16
14	c1ccc2c(Nc3nc(N4CCOCC4)c4ccccc4n3)cccc2c1	-2.4	-4	3	-1	21
15	COc1ccc(CN2C(=O)CN(C3CCCCCC3)C(=O)C2c2ccc(F)cc2)cc1 (stereo not drawn)	-1.0	0	-6	8	-8
16	COc1ccccc1NC(=O)N(Cc1ccccc1)C1=NCC(C)S1 (stereo not drawn)	0.6	6	-5	0	12
17	CCC(=O)Nc1cccc(C(=O)/C=C/c2cccs2)c1	0.0	·	-5	0	-12
18	CCCCCCCCCn1ccc(=N)cc1	-0.3	4	-11	1	-12
19	COc1ccc(CNC(=O)CC2(CC(=O)O)CCCCC2)cc1	-0.5	1	-5	-1	·
20	N#Cc1c2n(c3c(=S)nc[nH]c13)CCCCC2	5.9	0	-1	2	-26
21	Cc1ccccc1-n1nnnc1SCC(C)C	-1.7	-5	-10	-1	8
22	Cc1ccc(CSc2nnc3nc(C)cc(C)n23)cc1	0.7	1	-10	-4	-27
23	CSc1cccc(NC(=S)N(C(C)C)C(C)c2ccccn2)c1 (stereo not drawn)	-0.3	0	6	-1	21
24	CCn1cc(CNC(=S)Nc2cccc(Cl)c2C)cn1	-0.6	5	-6	2	-9

#	HTR5A inv ag	NSD2 HMT inh	MITF act	PvdQ inh	Wnt bcat act
13	-6	6	12	-16	-6
14	4	-1	-13	-14	·
15	-3	-3	-4	-7	-8
16	-4	-3	·	-11	·
17	·	1	11	4	·
18	3	·	·	-6	-17
19	-5	3	-10	-5	0
20	-1	·	20	-9	·
21	12	-9	7	-16	-1
22	5	0	10	-16	·
23	-4	5	-1	3	4
24	-4	-1	-6	6	0

(cont.)
#	molecule	CDK5 p35 inh	HTR5A ag ctr	dFosB activator	V-ATPase pHluor	SR-BI HDL uptake
25	COc1ccc(CNc2ccc([N+](=O)[O-])cn2)cc1	-0.2	0	-6	-2	5
26	CC1=C(C(N)=O)C(c2ccc(Cl)cc2)NC(=O)N1 (stereo not drawn)	-1.4	-2	3	0	-13
27	CN(c1ccc(OCC(=O)OCC(=O)NC2CCCC2)cc1)S(=O)(=O)c1ccc2ccccc2c1	0.4	5	0	6	-20
28	CC(C)CCn1c(CN2CCN(Cc3ccccc3)CC2)nc2c1c(=O)n(C)c(=O)n2C	0.9	9	-10	7	-12
29	COc1cc2c(cc1OC)C(C)N(C(=O)[C@@H](NC(=O)c1ccccc1)C(C)C)CC2 (stereo partly drawn)	0.1	-2	-13	1	-4
30	COc1ccc(-c2cnn3cc(-c4cccc(Cl)c4)cnc23)cc1	-1.0	-2	4	-5	·
31	CSc1ccccc1NC(=O)CN(C)C(=O)CNc1ccc(C(F)(F)F)cc1[N+](=O)[O-]	-1.4	-2	?	2	-15
32	Cc1cc(C)c(OCCCCNCc2ccccc2)c(Cl)c1	-1.0	19*	5	-1	19
33	CN(C)CCNc1oc(/C=C/c2ccccc2)nc1C#N	0.3	-2	-2	0	-11
34	COC(=O)C(C(=O)OC)c1ncccc1[N+](=O)[O-]	0.8	-1	3	-4	5
35	CCN1C(=O)[C@H]2[C@@H](c3ccc(-c4ccc(OC)cc4)c(OC)c3)N[C@@](C)(C(=O)OC)[C@H]2C1=O	0.9	4	-6	-4	7
36	CCO[C@@H]1OC(C(=O)NCc2nc3ccccc3[nH]2)=C[C@H](c2ccccc2)[C@H]1CCCO	0.3	-1	0	-2	-3

#	HTR5A inv ag	NSD2 HMT inh	MITF act	PvdQ inh	Wnt bcat act
25	0	-1	70	-21	21
26	5	-2	·	-12	·
27	28	-5	-2	-4	-1
28	-24	2	0	-7	-8
29	9	-2	6	-5	-1
30	6	0	6	-14	0
31	5	-3	-12	20	0
32	-46	2	-15	-21	·
33	6	-3	17	-13	·
34	-30	-1	·	?	0
35	-11	·	9	-3	1
36	2	·	-10	12	3

The results go on:
#	molecule	CDK5 p35 inh	HTR5A ag ctr	dFosB activator	V-ATPase pHluor	SR-BI HDL uptake
37	O=C(CN1CCCCC1)Nc1nc(-c2ccc(F)c(F)c2)cs1	-5.6	-7	-7	-5	·
38	COCCNC(=O)c1ccc(CS(=O)(=O)c2cccc(C(F)(F)F)c2)o1	-1.3	4	-8	0	75*
39	COc1cccc2cc(-c3nnc(SCC(=O)Nc4nc(C)cs4)n3C)oc12	-0.2	0	-5	1	-10
40	CCOC(=O)C(CC(=O)O)=C(c1ccccc1)c1ccccc1	0.3	2	4	-2	-7
41	[O-][n+]1c2c(nn1-c1ccccc1)/C(=N/O)CCC2	0.5	-2	-2	4	-35
42	CCCc1nc2n[nH]c(N)c2c2c1COC(C)(C)C2	-1.2	5	5	-2	-2
43	O=C(Nc1ccc(Cl)cn1)c1ccc2[nH]c(=O)c(=O)[nH]c2c1	1.9	-2	-6	3	-10
44	C[C@H]1CN(Cc2ccccc2)C(=O)[C@@H]1CC(=O)NCc1ccccc1	-0.2	2	-1	1	·
45	CCN(/N=C/c1cccs1)c1cc(=O)n(C)c(=O)[nH]1	-1.4	-1	-11	3	·
46	Cn1c(O)c(C=Nc2ccc(Br)cc2)sc1=O	-6.3	3	-11	1	18
47	COc1ccccc1Cn1cccc1C=O	-1.2	-5	-1	-1	-1
48	Oc1ccccc1CNc1ccc(OC(F)(F)F)cc1	1.2	·	1	2	17

#	HTR5A inv ag	NSD2 HMT inh	MITF act	PvdQ inh	Wnt bcat act
37	17	-3	55	-7	14
38	-16	3	-11	-13	1
39	12	-1	7	9	-8
40	-7	-5	-6	-9	2
41	-23	0	-8	-6	0
42	22	5	-2	-9	·
43	-4	-3	4	-3	7
44	-5	·	5	-7	0
45	2	-2	3	-2	-1
46	-8	0	68	-16	60*
47	-12	4	-9	-8	-1
48	·	1	39	-3	7

One compound at a time, as listed above. Values in the order: CDK5 p35 inh | HTR5A ag ctr | dFosB activator | V-ATPase pHluor | SR-BI HDL uptake | HTR5A inv ag | NSD2 HMT inh | MITF act | PvdQ inh | Wnt bcat act
Record of `CCOC(=O)C1CCCN(Cc2cc(OC)c(O)c(OC)c2)C1` (stereo not drawn) = -1.5 | -1 | -3 | 3 | -24 | 2 | 0 | · | -6 | -2
Record of `CC1=C(C(N)=O)C(c2ccc(Cl)cc2)NC(=O)N1` (stereo not drawn) = -1.4 | -2 | 3 | 0 | -13 | 5 | -2 | · | -12 | ·

Other compounds.
#	molecule	CDK5 p35 inh	HTR5A ag ctr	dFosB activator	V-ATPase pHluor	SR-BI HDL uptake
49	COc1cccc(NC(=O)CSc2nnc(Cc3ccc(C)cc3)c(=O)n2N)c1	1.0	6	-12	1	12
50	CCN(C[C@H]1N[C@@](C)(C(=O)OC)[C@H]2C(=O)N(C)C(=O)[C@@H]12)C(=O)Nc1ccccc1	0.5	1	-3	0	-26
51	CC(C)COc1ccc(C(=O)Nc2scc(-c3ccc(Cl)cc3Cl)c2C(N)=O)cc1	1.1	0	2	1	19
52	COc1cccc(/C=C2\N=C(c3c(-c4ccccc4)noc3C)OC2=O)c1OC	-0.9	0	-6	2	7
53	CCOc1cccc(C(=O)Nc2cccc(NC(=O)c3ccco3)c2)c1	-4.5	3	-29	-4	34
54	Cc1ccc(S(=O)(=O)N2C(=O)CCC2C(=O)N2CCN(C)CC2)cc1 (stereo not drawn)	-0.4	-3	-4	-1	-42
55	O=C(N/C(=C/c1ccco1)C(=O)N1CCOCC1)c1ccccc1Br	-0.6	1	2	5	-8
56	C=CCn1c(SCc2cc(=O)n3cc(C)ccc3n2)nnc1-c1cccc(C)c1	-0.8	3	-3	2	-23
57	COc1cc2c(cc1OC)CN(S(=O)(=O)/C=C/c1ccccc1)CC2	-0.2	-2	-1	0	14
58	C/C(=N\NC(N)=S)C1C2C3CC4C5CC(C42)C1C53 (stereo not drawn)	1.9	4	-1	-1	83*
59	COc1ccc(NC(=O)NCCCN2CCN(c3ccccc3F)CC2)cc1	-0.5	-2	0	-4	-12
60	Cc1cccc(C(C)C)c1NC(=O)COC(=O)Cc1ccsc1	-0.2	-2	-3	0	-25
61	CCOC(=O)N1CCN(CC(O)COc2ccc(C)c(C)c2)CC1 (stereo not drawn)	1.1	3	1	-3	-6

#	HTR5A inv ag	NSD2 HMT inh	MITF act	PvdQ inh	Wnt bcat act
49	-16	2	0	-2	10
50	-3	·	4	-12	0
51	-23	-1	·	-13	·
52	-5	·	12	2	-3
53	-8	-3	6	-14	-3
54	8	-1	-8	8	·
55	-1	-1	-8	2	-3
56	-13	-1	13	-6	-3
57	6	-1	10	-17	21
58	-26	0	-13	-6	-1
59	5	4	-4	-11	0
60	7	2	-11	-10	1
61	-11	0	7	4	5
